# TSG101-PTAP inh – inhibitors of HIV-1 PTAP binding to human TSG101, validation; Potency, µM (doses to about 115 µM), for inactives: top-dose activity change, negative = inhibition, hits mostly inhibitors; Q99816; 44,000 tested, under 10 active; AID 1347069; Fluorescence polarization, FITC-PTAP peptide/Tsg101, 20 min; note: potency is the fitted concentration of half-maximal effect; 0% is about no effect
# Target sequence (Q99816 whole entry, looked up): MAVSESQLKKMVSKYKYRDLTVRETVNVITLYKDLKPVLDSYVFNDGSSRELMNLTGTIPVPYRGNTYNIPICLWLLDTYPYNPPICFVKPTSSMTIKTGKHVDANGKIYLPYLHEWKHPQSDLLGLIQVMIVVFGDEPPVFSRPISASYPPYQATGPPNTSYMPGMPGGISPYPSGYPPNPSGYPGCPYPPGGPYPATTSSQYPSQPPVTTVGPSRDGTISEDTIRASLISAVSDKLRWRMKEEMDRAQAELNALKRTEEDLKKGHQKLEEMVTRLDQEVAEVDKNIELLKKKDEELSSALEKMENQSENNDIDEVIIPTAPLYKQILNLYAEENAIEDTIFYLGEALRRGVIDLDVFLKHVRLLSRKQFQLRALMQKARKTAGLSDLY
#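 FITC-labeled PTAP peptide (50 nM final) binding to Tsg101 binding domain (10 uM final) read by fluorescence polarization after 20 min at r.t. in HEPES pH 7.5 buffer. Actives by CRC class, <25 µM.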
# NTMT1 inhibitor – NTMT1 methyltransferase inhibition | NTMT1 MTase-Glo SAH luminescence, purified enzyme | 59,000 compounds, 2.5% hits | Potency, µM (top dose mostly 114 µM), for inactives: at the top dose activity change, negative = inhibition, most hits filed as inhibitors | Q9BV86;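 note: potency is the fitted concentration of half-maximal effect; plate controls were DMSO vehicle for no effect and no enzyme for full effect; nearly all actives have a fitted effect of over 65% in size; many of its hits are not listed in these tables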
# Target sequence (Q9BV86 whole entry, looked up): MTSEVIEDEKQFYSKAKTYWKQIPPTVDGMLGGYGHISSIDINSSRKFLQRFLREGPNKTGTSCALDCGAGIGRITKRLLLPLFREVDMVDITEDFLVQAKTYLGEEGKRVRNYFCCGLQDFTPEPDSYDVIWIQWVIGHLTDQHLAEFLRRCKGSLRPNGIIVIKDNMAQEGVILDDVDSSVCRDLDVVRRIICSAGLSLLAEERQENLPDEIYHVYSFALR
# p53null 32C kill – kills p53 null cells at the permissive temperature | H1299-neo p53 null cells, ATP luminescence, 24 h, 32C | Potency, µM (top dose mostly 46.1 µM), for inactives: at the top dose activity change, negative = cytotoxicity, hits mostly cytotoxic | 55,000 compounds, 0.62% hits;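 note: potency is the fitted concentration of half-maximal effect; 0% = DMSO only and -100% = full killing by 100 µM tamoxifen; nearly all actives have a fitted effect of over 55% in size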
#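 ATP-content luminescence in p53-null H1299-neo cells after 24 h compound exposure (up to 46 uM) at 32C permissive temperature; 0% and 100% killing set by DMSO and 100 uM tamoxifen; Hill-equation AC50.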
# B2AR arrestin ag – ADRB2 beta-arrestin recruitment; P07550; HTLA Tango cells, beta-arrestin recruitment, luciferase luminescence, 18 h; Potency, µM (titrated, usually from 46.1 µM), without a hit: at the highest dose activation, usual class: activators; 44,000 tested, under 10 active; AID 1347077;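 note: potency is the fitted concentration of half-maximal effect; 0% = DMSO and full agonism = EC100 isoproterenol or metaproterenol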
# Target sequence (P07550 whole entry, looked up): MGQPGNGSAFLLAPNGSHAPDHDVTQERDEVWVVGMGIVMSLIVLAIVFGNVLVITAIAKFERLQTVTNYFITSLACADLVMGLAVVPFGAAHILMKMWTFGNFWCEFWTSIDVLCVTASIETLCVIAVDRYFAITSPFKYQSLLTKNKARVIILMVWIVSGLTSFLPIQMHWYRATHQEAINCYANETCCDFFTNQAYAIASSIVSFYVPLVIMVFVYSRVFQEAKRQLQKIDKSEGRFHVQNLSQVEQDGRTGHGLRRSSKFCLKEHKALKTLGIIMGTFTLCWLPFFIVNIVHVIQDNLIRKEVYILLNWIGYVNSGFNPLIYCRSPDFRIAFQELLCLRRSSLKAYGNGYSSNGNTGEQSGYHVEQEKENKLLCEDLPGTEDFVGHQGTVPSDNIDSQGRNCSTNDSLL
#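 Receptor–beta-arrestin recruitment read by tTA-responsive luciferase: compound titrations (up to 46 µM) incubated 18 h with Tango cells, then luminescent substrate 15 min at room temperature. Concentration-response fits classified by r2, efficacy and activity.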
# GALK inh – inhibits human galactokinase. P51570. recombinant GALK, Kinase-Glo ATP luminescence, 1 h. Potency, µM (titrated, usually from 57.5 µM), inactives show top-dose activity, negative = inhibition, most hits filed as inhibitors. 44,000 tested, under 10 active;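 note: plate controls were full GALK reaction for no effect and reaction lacking GALK for full effect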
#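 5 nM GALK; 35 uM ATP; 100 uM D-galactose; 20 mM HEPES pH 8.0, 5 mM MgCl2, 60 mM NaCl, 1 mM DTT, 0.01% BSA; 1 h RT; Kinase-Glo Plus luminescence.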
# p53null 39C tox – selectivity test: cytotoxicity in p53 null cells, nonpermissive temperature; 55,000 compounds, 0.97% hits; Potency, µM (series often up to 46.1 µM), for the others: at the highest dose activity, negative = cell killing, actives largely listed as cytotoxic; H1299 p53-null (neo) cells, 39C, ATPlite viability, 24 h; AID 904;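 note: potency is the fitted concentration of half-maximal effect; 0% = DMSO only and -100% = full killing by 100 µM tamoxifen; nearly all actives have a fitted effect of over 50% in size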
#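 Following overnight plating at 37C (600 cells/well), H1299-neo or H1299-p53A138V cells are dosed up to 46 uM. Incubation lasts 24 hr at 39C before ATP detection.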
# FH mod – Identification of activators of human fumarate hydratase by quantitative high-throughput screening; Fumarate hydratase, mitochondrial (Homo sapiens), P07954; FH coupled MDH/diaphorase resazurin fluorescence, 15 min; Potency, µM (series often up to 79.9 µM), without a hit: at the highest dose activity change, negative = inhibition, actives largely listed as inhibitors; 54,000 compounds, 0.22% hits; note: potency is the fitted concentration of half-maximal effect; % is set by controls: 0 for no effect and ±100 for the full control effect; the screen sought activators but most active calls are inhibition curves; nearly all actives have a fitted effect of over 45% in size
# * = called active by the depositor; ? = inconclusive; [ ] = remark or other dose. Calls come from the whole dose curve; as a rule, active = well fitted curve in the direction sought with a large enough effect; inconclusive = small, poorly fitted or top-dose-only effect, or another doubt; inactive = no such curve, though single readings can be large; an effect the other way counts as inactive or inconclusive. These rows are one share of the data; the hit share may differ from the screen's.
SMILES,TSG101-PTAP inh,NTMT1 inhibitor,p53null 32C kill,B2AR arrestin ag,GALK inh,p53null 39C tox,FH mod
O=C(CSc1nnc(CNC(=O)c2ccccc2)n1-c1cccc(Cl)c1)Nc1ccccc1F,1.5%,?,-9.6%,0.1%,3.8%,-6.9%,-16.8%
CCc1ccc(NC(=O)Cn2c(=O)n(CCC(=O)N3CCc4ccccc4C3)c(=O)c3ccccc32)cc1,4.2%,4.0%,-9.4%,-0.1%,-0.2%,7.3%,1.6%
Cc1ccc(S(=O)(=O)c2nc(-c3ccco3)oc2SCC(=O)c2ccc(Cl)cc2)cc1,3.4%,-5.1%,27.6%,0.2%,3.2%,?,-14.4%
Cc1ccc(-n2ncc3c(NCCO)ncnc32)cc1Cl,-5.8%,35.5µM*,?,-0.4%,3.4%,18.0%,-7.1%
Cc1ccccc1C(=O)Nc1sc2c(c1C(=O)O)CCC(C(C)(C)C)C2 (configuration not stated),2.3%,-0.3%,-3.7%,-1.9%,-4.7%,4.2%,?
COc1cccc(-n2c(-c3cccc(F)c3)nc3c(cnn3-c3ccc(C)cc3)c2=O)c1,-3.5%,11.0%,17.3%,-2.0%,-1.9%,29.7%,-14.8%
CCCCc1nn2c(=O)cc(COC(=O)c3cccc(NC(=O)c4cccs4)c3)nc2s1,-3.6%,-1.7%,0.8%,0.6%,-1.5%,27.1%,4.5%
CCC(CC)C(=O)Nc1ccc(OCc2cc(=O)n3ccc(C)cc3n2)cc1,-1.0%,12.9%,-5.4%,0.7%,-1.1%,14.4%,-14.5%
COc1cccc(Cn2c(CNC(=O)CCc3ccccc3)nc3cccnc32)c1,0.6%,-3.8%,-0.4%,0.6%,0.8%,-11.9%,9.9%
Cc1ccc(C)c(CN2C(=O)c3ccccc3S(=O)(=O)c3ccc(C(=O)NCCc4ccc(Cl)cc4)cc32)c1,-3.2%,5.0%,8.0%,4.5%,-0.2%,-9.3%,-7.2%
O=C(Nc1ccc(OC(F)(F)F)cc1)c1cc2ccccn2n1,2.8%,-16.6%,?,1.7%,-2.9%,?,15.7%
CCCCN(CCCC)CCNC(=O)Cn1nc(CC)n2c(cc3sc(C)cc32)c1=O,-1.8%,-0.4%,-7.7%,0.0%,-3.9%,0.8%,-1.2%
Cn1cnc2c(=O)oc3ccc(S(=O)(=O)N4CCN(c5ccccc5)CC4)cc3c21,-4.0%,-14.2%,6.0%,0.6%,5.4%,-6.8%,-15.4%
CC(C)(C)C1CCc2c(sc(NC(=O)c3cccc(Cl)c3)c2C(=O)NCc2ccco2)C1 (configuration not stated),1.4%,11.7%,2.9%,0.2%,-0.1%,3.8%,5.4%
O=C(CCCn1ncn2c(cc3occc32)c1=O)NCc1ccccc1F,-3.6%,8.1%,3.7%,-3.2%,-2.7%,-17.6%,-1.3%
Cc1ccc(NC(=O)c2cc3cc(C)ccc3n2C)cc1,0.8%,13.9%,-9.4%,-2.6%,-4.1%,15.0%,-24.1%
COc1ccc(-n2nc(C(=O)Nc3ccccn3)c3c4ccccc4n(C)c3c2=O)cc1,-6.6%,-3.2%,1.2%,-0.9%,1.4%,-11.2%,4.7%
CCN(CC)CCCNC(=O)CN1N=C(c2ccccc2)CCC1=O,-1.7%,11.2%,-1.6%,-0.6%,-1.6%,13.5%,9.5%
CCn1c(=O)cc(SCC(=O)NCc2ccc(Cl)cc2)c2ccccc21,-5.8%,8.5%,23.3%,0.0%,-0.4%,34.3%[activator],-6.7%
CC1CCN(S(=O)(=O)c2ccc3c(c2)N(CC(=O)NCCN(C)C)C(=O)CO3)CC1,-0.1%,-6.3%,?,0.7%,5.3%,8.3%,3.3%
Cc1ccc2cc3cc(C(=O)N4CCN(c5ccc(Cl)cc5)CC4)oc3nc2c1,-0.3%,5.5%,1.1%,0.0%,-0.9%,-7.5%,-5.3%
COc1ccc(C(=O)NC(c2ccc(Cl)cc2)c2cc(Cl)c3cccnc3c2O)cc1 (configuration not stated),-2.9%,13.4%,?,0.1%,-0.3%,17.0%,-0.9%
Cc1c(Cl)cccc1NC(=O)Cn1nc(C(F)(F)F)c2c1CCC2,-4.5%,4.9%,-10.7%,0.0%,2.7%,?,2.8%
Cc1ccc(C2c3[nH]c4ccccc4c3CCN2C(=O)c2cccc(C)c2)cc1 (configuration not stated),0.2%,12.2%,28.4%,0.2%,-0.6%,21.8%,-36.2%
COc1ccc(NC(=O)Cn2c(=O)n(Cc3ccc(C(=O)NCc4ccccc4Cl)cc3)c(=O)c3ccccc32)cc1,-7.9%,1.3%,8.3%,-2.3%,1.6%,-9.0%,-5.2%

# Next section (3 carried over from the part before).
SMILES,TSG101-PTAP inh,NTMT1 inhibitor,p53null 32C kill,B2AR arrestin ag,GALK inh,p53null 39C tox,FH mod
Cc1c(Cl)cccc1NC(=O)Cn1nc(C(F)(F)F)c2c1CCC2,-4.5%,4.9%,-10.7%,0.0%,2.7%,?,2.8%
Cc1ccc(C2c3[nH]c4ccccc4c3CCN2C(=O)c2cccc(C)c2)cc1 (configuration not stated),0.2%,12.2%,28.4%,0.2%,-0.6%,21.8%,-36.2%
COc1ccc(NC(=O)Cn2c(=O)n(Cc3ccc(C(=O)NCc4ccccc4Cl)cc3)c(=O)c3ccccc32)cc1,-7.9%,1.3%,8.3%,-2.3%,1.6%,-9.0%,-5.2%
O=C(CSc1nc(=O)n(Cc2cccnc2)c2c1CCC2)Nc1ccc(F)cc1F,-13.3%,5.4%,1.1%,-2.7%,-4.4%,-8.7%,-5.9%
CCOc1cc(C#N)c(NC(=O)Cn2nnc(-c3ccc(C)cc3)n2)cc1OCC,1.8%,-0.6%,7.9%,-0.1%,8.7%,-17.6%,-0.9%
CC(C)(C)C1CCc2c(sc3nc(-c4cc5ccccc5oc4=O)[nH]c(=O)c23)C1 (configuration not stated),-6.2%,5.6%,9.2%,-1.1%,2.1%,-7.5%,-4.0%
Cc1c(-c2cccc(NC(=O)C(C)(C)C)c2)nc2ncccn12,-9.5%,13.8%,0.8%,-1.2%,3.5%,18.0%,6.7%
COc1ccc(C(=O)NCCc2nc3ccccc3[nH]2)cc1,-13.3%,10.5%,3.3%,-0.4%,-3.7%,-11.8%,5.5%
CCCSCCCNC(=O)CN1C(=O)COc2ccc(S(=O)(=O)N3CCC(C)CC3)cc21,0.7%,9.9%,?,0.4%,6.9%,-25.7%,6.5%
O=C(NCc1cccs1)c1ccc2c(c1)sc1nc(-c3ccc(F)cc3)cn12,-1.6%,-0.6%,1.3%,-0.5%,-0.7%,-14.5%,-9.8%
O=C(Nc1cccc(F)c1)c1ccc2oc(=O)n(Cc3ccccc3)c2c1,0.3%,1.8%,3.1%,1.1%,-2.4%,-3.1%,-2.0%
COc1cn(CC(=O)Nc2cc(C)cc(C)c2)c(CN2CCCCC2)cc1=O,0.8%,-7.1%,3.6%,-1.9%,-0.3%,-6.0%,-3.4%
O=C1c2ccccc2-c2onc3c(NCCO)cc(NC4CCCCC4)c1c23,26.0%,?,?,-1.8%,-7.3%,-22.8%,?
COc1ccc2nc(NC(=O)c3nc(S(=O)(=O)Cc4ccccc4)ncc3Cl)sc2c1,-0.5%,9.4%,-26.0%,-1.5%,0.1%,?,2.7%
Cc1nc(N2CCCC2)c2c(C(=O)N3CCN(c4cccc(C)c4C)CC3)c(C)oc2n1,-6.1%,-0.3%,6.4%,-0.6%,-3.7%,-10.9%,-15.8%
COC(=O)c1ccc(NC(=O)CSc2cn(CC(=O)N3CCCCCC3)c3ccccc23)cc1,-2.6%,-1.9%,5.0%,0.7%,2.0%,39.7%[activator],?
O=C(NCc1ccccc1Cl)c1ccc2c(O)c(S(=O)(=O)c3ccccc3)c(=O)[nH]c2c1,-0.7%,-2.5%,-1.6%,-0.2%,?,-11.1%,-7.9%
O=S(=O)(c1ccccc1)c1nnn2c1nc(NCc1ccccc1)c1sccc12,1.0%,6.6%,5.4%,-0.5%,2.0%,?,0.2%
COCCNC(=O)c1ccc(NC(=O)N2CCCCc3ccccc32)cc1,-0.3%,2.2%,-0.1%,-1.2%,?,10.4%,-0.1%
CCCN(CCC)C(=O)c1c[nH]c2ccc(S(=O)(=O)N(C)c3ccc(OCC)cc3)cc2c1=O,-1.1%,1.8%,12.6%,7.3%,-1.4%,4.1%,-12.6%
Cc1sc2ncn(CC(=O)N3CCN(c4ccccc4)CC3)c(=O)c2c1S(=O)(=O)N1CCC(C)CC1,2.1%,-0.1%,5.7%,-1.8%,-0.8%,0.4%,-5.9%
COc1cc(/C=C/c2nc(C#N)c(N3CCC(C)CC3)o2)cc(OC)c1OC,-3.9%,?,-3.1%,-1.2%,-2.6%,-8.8%,-25.6%
COc1cc(-c2nnc(SCC(=O)Oc3ccc(C)cc3C)o2)cc(OC)c1OC,-4.4%,-11.1%,6.9%,-3.3%,3.8%,-10.8%,2.1%
CCCN(c1ccccc1CC)S(=O)(=O)c1ccc2c(c1)CC(C)N2C(=O)C1CC1 (configuration not stated),-4.2%,7.1%,5.5%,-0.3%,0.0%,38.9%[activator],?
Cc1ccc(-n2nc(C(=O)N3CCN(c4cc(Cl)ccc4C)CC3)c(=O)n(C)c2=O)cc1,2.1%,5.9%,29.8%,0.2%,3.7%,34.6%[activator],-35.2%
COc1ccc2c(c1)c1c(c(=O)n(CCc3ccccc3)c(=O)n1Cc1cccc(F)c1)n2C,-0.7%,0.3%,-0.4%,0.1%,-1.0%,2.6%,?

# Reprinted at random: 3 compounds from above.
SMILES,TSG101-PTAP inh,NTMT1 inhibitor,p53null 32C kill,B2AR arrestin ag,GALK inh,p53null 39C tox,FH mod
CCCSCCCNC(=O)CN1C(=O)COc2ccc(S(=O)(=O)N3CCC(C)CC3)cc21,0.7%,9.9%,?,0.4%,6.9%,-25.7%,6.5%
COc1cc(-c2nnc(SCC(=O)Oc3ccc(C)cc3C)o2)cc(OC)c1OC,-4.4%,-11.1%,6.9%,-3.3%,3.8%,-10.8%,2.1%
O=C(NCc1cccs1)c1ccc2c(c1)sc1nc(-c3ccc(F)cc3)cn12,-1.6%,-0.6%,1.3%,-0.5%,-0.7%,-14.5%,-9.8%

# Compound activity deposited in PubChem BioAssay by National Center for Advancing Translational Sciences (NCATS).
